RGS4-Gao reg: modulators of RGS4 binding to Galphao, primary screen, biochemical, multiplexed bead flow cytometry. Guanine nucleotide-binding protein G(o) subunit alpha (Homo sapiens), P09471. actives lie on both sides. binding response (% of control), % at 10 µM. actives 0.33% (n = 220,000). AID 1415, 2008; in the data active means binding response below about 49% or above about 150%; inactive means in between;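 further: fluorescent Galphao activated with aluminum fluoride binding bead-coupled RGS4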
Bim-Bcl-XL: inhibitors of Bim-Bcl-XL binding, primary screen, biochemical, multiplexed, bead flow cytometry, human Bcl-XL. Bcl-2-like protein 1 (Homo sapiens), Q07817. Bim peptide-Bcl-XL binding, fluorescence. inhibition, % at 10 µM. actives 0.04% (n = 190,000). AID 1007, 2008
ABCG2 block: ABCG2 efflux pump inhibitors, primary screen, multiplex with ABCB1, IgMXP3 cells, flow cytometry. Broad substrate specificity ATP-binding cassette transporter ABCG2 (Homo sapiens), Q9UNQ0. JC-1 efflux. inhibition, % at 6.6 µM. actives 0.1% (n = 190,000). AID 1325, 2008;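 active means inhibition above 80%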;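 further: 0% = DMSO and 100% = nicardipine control wells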
Target sequence (Q9UNQ0 whole entry, looked up): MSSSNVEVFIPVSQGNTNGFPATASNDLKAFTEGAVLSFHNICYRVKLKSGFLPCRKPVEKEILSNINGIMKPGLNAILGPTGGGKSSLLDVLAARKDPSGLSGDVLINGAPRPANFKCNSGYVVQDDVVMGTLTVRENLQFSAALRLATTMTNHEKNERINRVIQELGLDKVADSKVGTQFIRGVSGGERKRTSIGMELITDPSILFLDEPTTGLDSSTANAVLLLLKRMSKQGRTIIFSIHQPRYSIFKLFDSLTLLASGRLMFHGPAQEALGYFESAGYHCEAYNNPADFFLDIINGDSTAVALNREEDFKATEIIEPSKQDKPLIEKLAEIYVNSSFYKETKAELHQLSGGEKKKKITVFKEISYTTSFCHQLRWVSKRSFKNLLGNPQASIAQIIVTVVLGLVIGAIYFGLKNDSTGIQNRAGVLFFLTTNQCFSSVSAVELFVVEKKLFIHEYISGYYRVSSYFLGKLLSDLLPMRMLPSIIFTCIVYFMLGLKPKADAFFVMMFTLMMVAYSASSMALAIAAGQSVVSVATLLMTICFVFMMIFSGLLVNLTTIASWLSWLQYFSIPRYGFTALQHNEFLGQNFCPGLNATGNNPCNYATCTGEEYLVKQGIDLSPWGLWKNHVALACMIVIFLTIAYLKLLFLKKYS
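Incubation: cells with compound and JC-1, 10 min at 25 °C, rotating, no wash / Test system: IgMXP3 (ABCG2) plus far-red-tagged CCRF-Adr (ABCB1) cells / Compound dosing: one concentration, 6.6 µM final / Also added: JC-1 fluorescent substrate / Evaluation: efflux inhibition in percent versus controls / Detection: flow cytometry, 530 nm JC-1 signal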
RGS7-Gao reg: RGS7-Galphao binding modulators, primary screen, biochemical, multiplexed bead flow cytometry | actives 0.35% (n = 220,000) | actives lie on both sides | binding response (% of control), % at 10 µM; in the data active means binding response below about 49% or above about 150%; inconclusive means no clear call, values can overlap the other calls; inactive means in between;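 further: fluorescent Galphao held in activated GDP-AlF4 state binding bead-coupled RGS7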
Bcl-W Bim block: inhibitors of Bim binding to Bcl-W, primary screen, biochemical, multiplexed, bead-based flow cytometry | Bcl-2-like protein 2 (Homo sapiens), Q92843 | Bim peptide-Bcl-W binding | inhibition, % at 10 µM | actives 0.02% (n = 190,000);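 further: 0% = bound tracer without compound and 100% = peptide blocker; higher means less fluorescent Bim peptide bound to Bcl-W beads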
Target sequence (Q92843 whole entry, looked up): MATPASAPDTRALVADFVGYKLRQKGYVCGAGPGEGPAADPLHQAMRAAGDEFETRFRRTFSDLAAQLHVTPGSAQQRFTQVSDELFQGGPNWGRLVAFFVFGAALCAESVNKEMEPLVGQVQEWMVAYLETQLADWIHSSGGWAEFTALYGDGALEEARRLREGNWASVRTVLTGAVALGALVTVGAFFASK
Bim-Bcl-2: inhibitors of Bim-Bcl-2 binding, primary screen, biochemical, multiplexed, human Bcl-2 family; inhibition, % at 10 µM; Apoptosis regulator Bcl-2 (Homo sapiens), P10415; AID 950, 2007; Bead-based flow cytometry, Bim peptide-Bcl-2 binding; actives 0.06% (n = 190,000); in the data active means inhibition above about 40%; inconclusive means no clear call, values can overlap the other calls;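 further: 0% = no compound wells with probe peptide and 100% = reference peptide inhibitor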
GSH fluor: compound fluorescence on glutathione beads, profiling panel, artefact control, biophysical, 488/530 nm, flow cytometry; GSH beads flow cytometry, compound fluorescence 488/530 nm; hits give high values; fluorescence (KMESF) at 10 µM; actives 0.25% (n = 190,000); in the data active means fluorescence above about 89;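 further: glutathione beads carrying GST-tagged Bcl family fusion proteins plus one bare bead set; values are compound well signal with DMSO vehicle wells as background; inactives centre near 16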
ABCB1 block: ABCB1 efflux pump inhibitors, primary screen, cell-based, multiplex, flow cytometry, ABCG2 counter-screen; ATP-dependent translocase ABCB1 (Homo sapiens), P08183; CCRF-Adr cells, JC-1 efflux; inhibition, % at 6.6 µM; actives 0.067% (n = 190,000); AID 1326, 2008; in the data active means inhibition above about 40%;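 further: 0% = vehicle and 100% = reference inhibitor; higher value means more JC-1 retained so stronger ABCB1 efflux block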
Bfl-1 Bim block: inhibitors of Bim binding to Bfl-1, primary screen, biochemical, multiplexed, bead-based flow cytometry; Bim-Bfl-1 binding inhibition; inhibition, % at 10 µM; actives 0.12% (n = 190,000);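 further: 0% = wells without compound plus tracer and 100% = blocker peptide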
Bim-Bcl-B: inhibitors of Bim-Bcl-B binding, primary screen, biochemical, multiplexed, human Bcl-2 family | Bcl-2-like protein 10 (Homo sapiens), Q9HD36 | inhibition, % at 10 µM | AID 951, 2007 | actives 0.073% (n = 190,000) | bead-based flow cytometry, Bim peptide-Bcl-B binding;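 further: 0% = tracer peptide without compound and 100% = reference inhibitor peptide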
Target sequence (Q9HD36 whole entry, looked up): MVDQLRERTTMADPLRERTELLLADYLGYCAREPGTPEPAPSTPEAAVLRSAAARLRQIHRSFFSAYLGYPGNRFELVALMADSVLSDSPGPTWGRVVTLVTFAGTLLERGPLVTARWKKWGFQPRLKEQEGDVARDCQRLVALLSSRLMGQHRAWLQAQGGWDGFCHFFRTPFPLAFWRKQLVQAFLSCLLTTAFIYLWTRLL
Avidin bead fluor: green autofluorescence of compounds with avidin beads – biophysical, 488/530 nm, flow cytometry, artefact control, profiling panel | compound fluorescence 488/530 nm; hits give high values | fluorescence (KMESF) at 10 µM | actives 0.38% (n = 220,000) | AID 1775, 2009; in the data active means fluorescence above about 47; further: inactives centre near 10
Active calls of the source: *; ? = inconclusive; . = not tested or not shown; [ ] = remark or other dose. Unless noted, no stated cut-off is given here; in the data, active means inhibition above about 40%.

SMILES	RGS4-Gao reg	Bim-Bcl-XL	ABCG2 block	RGS7-Gao reg	Bcl-W Bim block	Bim-Bcl-2	GSH fluor	ABCB1 block	Bfl-1 Bim block	Bim-Bcl-B	Avidin bead fluor
Cc1ccc(-n2c(O)c(C=Nc3ccccc3-c3n[nH]c(=S)[nH]c3=O)c3ccccc3c2=O)cc1C	94.7	-4.0	-3.6	95.9	-1.0	-1.0	26	-1.1	-3.0	-1.0	11
CCS(=O)(=O)N1CCC(C(=O)Nc2cc(Cl)ccc2O)CC1	96.7	9.0	0.2	95.5	4.0	3.0	13	0.5	7.0	10.0	21
CCN1CCN(C(=O)c2ccc3c(c2)S(=O)(=O)c2ccccc2C3=O)CC1	100.8	4.0	1.6	?	9.0	1.0	16	-0.1	7.0	0.0	12
Cc1cc2nc(C(F)(F)F)[nH]c(=O)n2n1	105.6	-11.0	-1.2	97.5	4.0	-8.0	45	0.6	-10.0	-8.0	8
O=C(NCc1cccs1)c1cnn2cccnc12	100.9	-3.0	47.3	100.5	-1.0	-11.0	21	1.3	-14.0	-6.0	28
CCOC(=O)c1ccc(-c2ccc(/C=N/NC(=O)CN(c3ccccc3Cl)S(C)(=O)=O)o2)cc1	99.6	-7.0	-1.3	98.0	-4.0	-5.0	10	0.1	-7.0	-7.0	7
COc1ccc(-c2nnc(SCC(=O)Nc3cc(C)on3)n2N)cc1OC	102.0	-1.0	2.1	108.9	0.0	-1.0	7	0.7	0.0	0.0	13
O=C1CC(c2cccs2)c2cc3c(cc2N1)OCCO3 (stereo unspecified)	89.1	-7.0	6.8	97.2	0.0	-2.0	24	0.9	-7.0	-6.0	22
CC1=C(C(=O)N2CCOCC2)C(c2ccccc2F)C2=C(CC(C)(C)CC2=O)N1 (stereo unspecified)	100.1	0.0	1.7	96.4	0.0	2.0	22	0.7	0.0	1.0	17
O=C(c1ccccc1)c1ccccc1C(=O)N1CCCC1	99.2	-3.0	6.0	97.7	0.0	-12.0	25	1.5	-18.0	-6.0	12
CN(C)c1cccc(C(=O)N/C=C/n2cnc3cc(C(F)(F)F)ccc32)c1	102.6	1.0	14.9	99.9	1.0	-1.0	22	1.1	0.0	-3.0	7
Cc1csc(NC(=O)CSc2nnc(Cc3cccn3C)n2-c2ccc(F)cc2)n1	97.8	-4.0	15.9	100.1	1.0	-6.0	18	2.0	-11.0	-4.0	5
CCCC(=O)N=C1SC2CS(=O)(=O)CC2N1c1ccc(-c2nc3ccc(C)cc3s2)cc1 (stereo unspecified)	102.4	-6.0	-0.3	101.3	-7.0	-4.0	11	-0.8	-3.0	-11.0	23
CCn1c(SCC(=O)Nc2cc(C)on2)nnc1-c1c[nH]c2ccccc12	100.7	0.0	5.8	104.0	0.0	0.0	18	1.2	-5.0	-5.0	7
CC(C1CC2CCC1C2)n1c(-c2ccco2)n[nH]c1=S (stereo unspecified)	121.8	-4.0	-1.0	?	-1.0	-2.0	10	-0.9	8.0	-40.0	10
COc1ccc(N2CCN(S(=O)(=O)c3ccc4c(c3)CCCC4)CC2)c([N+](=O)[O-])c1	95.0	-2.0	5.0	99.7	-4.0	-1.0	25	1.6	-2.0	-3.0	8
Cc1nc(NC(=O)c2ccc(Br)o2)sc1C	109.5	2.0	1.1	106.3	4.0	-8.0	48	0.2	-10.0	-7.0	13
CCc1ccc(C(=O)COC(=O)c2nn(C)c(=O)c3ccccc23)cc1	101.9	-2.0	0.3	?	0.0	-2.0	15	-0.5	-2.0	-2.0	11
Clc1ccc(CCNc2ncnc3nc[nH]c23)cc1	97.8	-1.0	0.7	94.3	1.0	-1.0	18	-2.0	-7.0	0.0	9
Cc1cc(C)nc(SCC(=O)Nc2nc(-c3ccccc3)c(-c3ccccc3)o2)n1	100.1	-11.0	7.0	100.4	-10.0	-10.0	12	-0.1	-12.0	-11.0	12
O=C(CSc1nnc(CNC(=O)c2ccco2)o1)Nc1nc2ccccc2s1	101.9	-12.0	1.3	105.2	-8.0	-4.0	8	0.0	-2.0	-2.0	24
CC(C(=O)NCC1CCCCC1)N(C)Cc1cccc(Cl)c1 (stereo unspecified)	89.6	-2.0	6.1	?	0.0	1.0	12	1.2	2.0	0.0	14
COc1cc2c(cc1OC)CN(C(=O)c1cc3ccccc3oc1=O)CC2	117.9	0.0	2.4	110.0	-2.0	-2.0	9	0.7	-2.0	-3.0	16
O=C(NC(NC(=S)Nc1ccccc1Cl)C(Cl)(Cl)Cl)c1cccc(Cl)c1 (stereo unspecified)	97.8	-9.0	-3.8	98.2	-4.0	-8.0	17	-1.4	-14.0	-12.0	7
CC(C)(C)OC(=O)NNC(=O)Nc1ccccc1C(F)(F)F	102.7	-2.0	1.4	102.6	1.0	-8.0	10	0.5	-4.0	-4.0	9

Further results:
SMILES	RGS4-Gao reg	Bim-Bcl-XL	ABCG2 block	RGS7-Gao reg	Bcl-W Bim block	Bim-Bcl-2	GSH fluor	ABCB1 block	Bfl-1 Bim block	Bim-Bcl-B	Avidin bead fluor
COC(=O)N1CC(=O)N(OC)C1c1ccc(Cl)cc1Cl (stereo unspecified)	103.9	-3.0	1.2	98.7	-4.0	-4.0	10	0.2	-12.0	-9.0	21
C/C(=N/OC(=O)C1CC1c1ccccc1)c1ccccc1 (stereo unspecified)	95.0	-5.0	-0.7	95.7	-3.0	-4.0	12	-0.2	-5.0	-6.0	10
CCOC(=O)N1CCN(C(=O)C2CCN(Cc3ccc(O)c(OCC)c3)CC2)CC1	96.0	1.0	1.4	102.9	0.0	-2.0	14	0.7	-2.0	0.0	11
CCCCn1c(N)c(N(CCC(C)C)C(=O)CSc2nnc3ccccn23)c(=O)[nH]c1=O	103.2	0.0	-2.3	100.9	-1.0	-4.0	21	-2.8	-2.0	-3.0	14
O=C(Nc1c(Cl)cc(Cl)cc1C(=O)NCCN1CCOCC1)c1cccc([N+](=O)[O-])c1	105.7	2.0	6.8	103.0	-3.0	0.0	14	0.9	2.0	2.0	12
COc1ccccc1-c1c(C)nn2c(C)c(C(C)=O)cnc12	101.8	-6.0	-0.7	101.8	-2.0	-11.0	28	-2.3	-10.0	-10.0	14
COc1ccc(N(CC(=O)Nc2ccc3c(c2)OCCO3)S(=O)(=O)c2c(C)noc2C)cc1	104.0	0.0	6.2	102.9	-4.0	-10.0	35	2.4	-5.0	-8.0	10
CCCCSc1nnc(CCCCCNC(=O)OC(C)(C)C)o1	99.8	-5.0	27.0	99.4	-4.0	-3.0	35	-0.3	-9.0	-5.0	14
Cc1ccc(S(=O)(=O)N2CCN(c3ccc([N+](=O)[O-])c4cccnc34)CC2)cc1	103.6	-1.0	0.2	101.8	0.0	-3.0	11	0.3	-3.0	-10.0	12
O=C(/C=C/c1ccc(Cl)cc1)c1cccnc1	101.6	-4.0	1.6	105.7	0.0	-8.0	33	-0.1	-5.0	-12.0	9
COc1cccc(C(=O)NCCSc2ccc(C)cc2)c1	101.4	.	9.6	102.7	.	.	.	0.7	.	.	16
O=C(CCCOc1ccccc1)N1CCN(C(=O)c2ccco2)CC1	99.9	-1.0	0.4	100.9	2.0	0.0	23	-0.1	-1.0	2.0	14
COc1cc(CNC(C)c2ccccc2)c(Br)cc1OCC(N)=O (stereo unspecified)	102.5	-8.0	2.0	99.5	2.0	-8.0	43	-0.4	-11.0	-8.0	11
Cn1c2ccccc2c2c(C(=O)NCc3ccco3)cn(C3CCCCC3)c(=O)c21	89.1	2.0	3.6	88.1	2.0	2.0	23	1.3	6.0	1.0	11
C=CCN1C(=O)CS/C1=C(\C#N)S(=O)(=O)c1ccc(C)cc1	100.4	-9.0	-8.3	103.9	-2.0	-13.0	26	-0.6	-19.0	-14.0	20
C=CCNC(=O)Nc1ccc(OCC)cc1	113.2	-2.0	3.2	113.1	-1.0	-2.0	51	0.5	-4.0	-2.0	39
CCS(=O)CCSC(=N)N (stereo unspecified)	100.4	-1.0	1.3	98.8	2.0	-5.0	14	0.3	-8.0	-6.0	13
Cc1c(Br)c(=O)oc2c(Br)c(O)ccc12	104.8	-2.0	13.6	?	0.0	-3.0	12	0.6	-1.0	-1.0	11
Cc1nc2ccccc2n1CC(=O)NC1CCCC1	98.7	-5.0	0.5	97.3	-1.0	0.0	22	0.5	-3.0	-4.0	6
O=C(CSc1ncn[nH]1)N1CCN(S(=O)(=O)c2ccc(Cl)cc2)CC1	95.3	-5.0	1.3	95.7	0.0	-7.0	22	-0.2	-19.0	-7.0	26
Cc1ccc(C2=N/C(=C\c3ccc(OS(=O)(=O)c4ccc(C)cc4)cc3)C(=O)O2)cc1	100.6	-4.0	-12.0	103.6	-5.0	-2.0	8	-1.6	-2.0	-6.0	5
CCc1nnc(NC(=O)c2cccc(S(=O)(=O)N3CCN(c4ccccc4)CC3)c2)s1	139.5	-8.0	-0.2	150.4*[activator]	-10.0	-10.0	27	0.1	-12.0	-16.0	5
Cc1cc(F)ccc1S(=O)(=O)Nc1ccccc1C(=O)NCc1cccnc1	100.5	-2.0	6.8	?	3.0	0.0	16	2.8	-5.0	-2.0	13
COc1ccc(CNC(=O)COC(=O)c2ccc3c(c2)OCCO3)cc1	102.7	-6.0	1.3	100.5	0.0	-15.0	9	0.2	-14.0	-13.0	10
CCOc1cc(C2C3=C(CC(C)(C)CC3=O)Nc3n[nH]c(C)c32)ccc1O (stereo unspecified)	101.5	0.0	4.4	105.1	-2.0	-4.0	11	1.8	-7.0	-6.0	17
CC(C)c1ccc(OCC(=O)N(Cc2ccccc2)c2ccccn2)cc1	103.9	-6.0	5.7	103.4	-2.0	-6.0	9	1.0	-2.0	-8.0	2
COCCOC(=O)c1c(NC(=O)CNCc2ccco2)sc(C(N)=O)c1C	101.5	0.0	0.7	97.6	0.0	1.0	11	0.2	0.0	-5.0	12

Among those listed so far, two have a tert-butyl group.
SMILES	RGS4-Gao reg	Bim-Bcl-XL	ABCG2 block	RGS7-Gao reg	Bcl-W Bim block	Bim-Bcl-2	GSH fluor	ABCB1 block	Bfl-1 Bim block	Bim-Bcl-B	Avidin bead fluor
CC(C)(C)OC(=O)NNC(=O)Nc1ccccc1C(F)(F)F	102.7	-2.0	1.4	102.6	1.0	-8.0	10	0.5	-4.0	-4.0	9
CCCCSc1nnc(CCCCCNC(=O)OC(C)(C)C)o1	99.8	-5.0	27.0	99.4	-4.0	-3.0	35	-0.3	-9.0	-5.0	14

Source: PubChem BioAssay
